# Assay outcomes: PubChem BioAssay, several laboratories
# MEX-5 binding: MEX-5 zinc finger RNA-binding disruptors – biochemical, C. elegans, fluorescence polarization, MLPCN library, primary screen | MEX-5/FITC-TCR2 RNA binding; stronger effect = lower value | activity score (negative = inhibition of binding), % at 10 µM | hit rate 0.38% among 300,000;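 active means inhibition past about -25% in most replicates, and total fluorescence under double the plate's negative control median, limit read from the data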;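 further: 0% = DMSO and -100% = 5 µM competing unlabeled TCR2 RNA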
# Target sequence (Q9XUB2 whole entry, looked up): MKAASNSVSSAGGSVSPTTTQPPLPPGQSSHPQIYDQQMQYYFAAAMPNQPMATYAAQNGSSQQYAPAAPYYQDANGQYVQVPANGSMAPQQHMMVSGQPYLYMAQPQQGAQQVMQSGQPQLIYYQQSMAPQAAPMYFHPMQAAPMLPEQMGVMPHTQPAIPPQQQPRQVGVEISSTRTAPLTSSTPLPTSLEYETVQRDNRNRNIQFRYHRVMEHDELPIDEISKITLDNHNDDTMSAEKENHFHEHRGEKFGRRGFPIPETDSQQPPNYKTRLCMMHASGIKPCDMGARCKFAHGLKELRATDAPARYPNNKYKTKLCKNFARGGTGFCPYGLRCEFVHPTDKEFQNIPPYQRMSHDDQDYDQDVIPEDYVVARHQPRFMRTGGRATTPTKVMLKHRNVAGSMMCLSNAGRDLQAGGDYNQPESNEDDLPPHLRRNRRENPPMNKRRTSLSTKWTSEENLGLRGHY
# Bcl-xL primary: inhibitors of human Bcl-xL, primary screen, biochemical, fluorescence polarization, HTS; Bcl-2-like protein 1 (Homo sapiens), Q07817; GST-Bcl-xL / FITC-Bim BH3 peptide fluorescence polarization; inhibition, % at 10.9 µM; hit rate 0.7% among 320,000;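 active means inhibition above the mean of all tested compounds plus 3 SD, cutoff set per campaign, cut at about 30% in these data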;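 further: 0% = DMSO wells and 100% = unlabeled Bim-BH3 peptide competitor; inhibitors lower millipolarization by displacing the labeled peptide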
# Target sequence (Q07817 whole entry, looked up): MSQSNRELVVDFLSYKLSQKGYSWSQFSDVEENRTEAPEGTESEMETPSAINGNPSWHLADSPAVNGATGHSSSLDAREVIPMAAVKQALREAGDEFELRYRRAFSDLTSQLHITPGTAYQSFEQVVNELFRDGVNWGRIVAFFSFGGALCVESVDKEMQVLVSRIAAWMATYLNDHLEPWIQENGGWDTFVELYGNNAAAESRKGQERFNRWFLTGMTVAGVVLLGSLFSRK
# PME-1 inh: PME-1 inhibitors via competitive probe labeling, primary screen, biochemical, fluorescence polarization, FP-Rh probe, HTS. recombinant PME-1. inhibition, % at 5.9 µM. hit rate 0.53% among 320,000;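 active means inhibition above the campaign mean of all compounds plus 3 SD, cut at about 26% in these data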;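 further: competitive labeling of PME-1 active site by serine hydrolase directed probe; 0% = PME-1 with DMSO and 100% = wells lacking PME-1 enzyme; inhibitors block probe labeling so polarization falls and inhibition rises; many of its hits are not listed in these tables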
# Efflux pump mplx: inhibitors of Candida efflux pumps in yeast, primary screen, S. cerevisiae, Nile Red, multiplex; S. cerevisiae Candida pump triplex; inhibition, % at 10 µM; hit rate 0.44% among 330,000; AID 485275, 2010;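 active means plate passing quality check with inhibition over a set limit, or well fluorescence over plate mean plus 4 SD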;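 further: Nile Red retained in pooled yeast measured as flow cytometry median fluorescence; 0% = buffer negative control and 100% = Enniatin B positive control; higher means more Nile Red kept so more efflux inhibition; some compounds called inactive have numbers as strong as hits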
# MCL1-BIM inh: inhibitors of MCL1 binding to BIM-BH3, primary screen, biochemical, fluorescence polarization | Induced myeloid leukemia cell differentiation protein Mcl-1 (Homo sapiens), Q07820 | hit rate 0.68% among 320,000 | inhibition, % at 10.9 µM | GST-MCL1 / FITC-Bim-BH3 fluorescence polarization;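 active means inhibition above the mean inhibition of all tested compounds plus 3 SD, set per campaign, cut at about 40% in these data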;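 further: 0% = DMSO wells and 100% = unlabeled Bim-BH3 peptide control; higher means more loss of mP so more displacement of Bim peptide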
# Target sequence (Q07820 whole entry, looked up): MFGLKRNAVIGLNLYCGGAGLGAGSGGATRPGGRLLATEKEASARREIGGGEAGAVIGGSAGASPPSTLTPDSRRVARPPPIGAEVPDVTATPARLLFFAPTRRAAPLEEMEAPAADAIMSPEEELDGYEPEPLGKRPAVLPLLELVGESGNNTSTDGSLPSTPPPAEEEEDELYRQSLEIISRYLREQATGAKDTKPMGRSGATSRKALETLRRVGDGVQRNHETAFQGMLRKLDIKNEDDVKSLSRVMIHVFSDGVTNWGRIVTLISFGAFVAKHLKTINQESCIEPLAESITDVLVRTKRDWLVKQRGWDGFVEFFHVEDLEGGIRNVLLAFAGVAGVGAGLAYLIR
# GLD-1 RNA inh: GLD-1/TGE RNA complex disruptors, primary screen, biochemical, fluorescence polarization; purified GLD-1 + fluorescein TGE RNA; inhibition, % at 5.96 µM; AID 2280, 2010; hit rate 0.44% among 320,000; Female germline-specific tumor suppressor gld-1 (Caenorhabditis elegans), Q17339;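 active means percent inhibition above a per-plate cutoff, the plate mean of test compounds plus 3 SD, cut at about 30% in these data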;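 further: 0% = DMSO wells with GLD-1 and probe and 100% = wells lacking GLD-1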
# GRK2 aptamer HTS: compounds blocking aptamer binding on GRK2 – biochemical, human GRK2, bead flow cytometry, HTS, primary screen; Beta-adrenergic receptor kinase 1 (Homo sapiens), P25098; FAM-aptamer displacement from GRK2; inhibition of aptamer binding, % at 10 µM; hit rate 0.59% among 330,000;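 active means inhibition of aptamer binding above 40%, roughly 3 SD of noise, on plates passing a quality check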;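 further: median bead fluorescence of bound FAM aptamer so fluorescent compounds give negative values; no value below 0 was filed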
# Fam108B inh: mouse Fam108B serine hydrolase inhibitors, primary screen, counter-screen for RBBP9 inhibitor project, biochemical, fluorescence polarization. inhibition, % at 9.51 µM. recombinant Fam108B, FP-Rh probe fluorescence polarization. hit rate 0.33% among 300,000;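 active means inhibition above the screen mean inhibition plus 3 SD, computed separately per campaign, cut at about 18% in these data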;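 further: inhibitors lower polarization as less probe binds the enzyme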
# VLA-4 inh: inhibition in human VLA-4 binding assay, primary screen, VLA-4 allosteric modulator project, MLPCN library, flow cytometry, VLA-4 expressing cells; ligand binding flow cytometry; inhibition, % (about 7 µM as worked out from the volumes in the protocol); hit rate 0.2% among 330,000; in the data active means inhibition above about 50%
# * hit, by the source's call; / = not tested or not shown.
SMILES,MEX-5 binding,Bcl-xL primary,PME-1 inh,Efflux pump mplx,MCL1-BIM inh,GLD-1 RNA inh,GRK2 aptamer HTS,Fam108B inh,VLA-4 inh
Cn1cccc1CC(=O)NNC(=S)Nc1ccc(Cl)cc1Cl,-1.9,7,1,-0.1,14,4,0,-2,10
COc1ccc(-c2ccc(CNCc3ccccn3)o2)cc1Cl,-9.6,5,1,0.2,8,-3,0,2,9
CC(C)(C)NC(=O)COC(=O)c1ccccc1NC(=O)c1ccco1,-0.2,0,-3,0.0,0,-2,5,-1,23
CCCCn1c(N)c(N(CC(C)C)C(=O)CCCn2c(=O)oc3ccccc32)c(=O)[nH]c1=O,2.1,-1,0,0.0,-3,3,1,1,-1
O=C(Nc1c2c(nn1-c1cccc(Cl)c1)CS(=O)(=O)C2)c1ccco1,-1.8,4,2,0.2,0,-7,9,1,9
Cc1c(C(=O)OCC(=O)N2CCCC(C)C2)oc2ccccc12 (stereo not given),-1.3,1,5,0.2,5,3,1,1,6
Cc1ccc(NC(=O)COc2ccc(Br)cc2CO)cc1,-3.6,1,-21,-0.1,5,-10,0,2,-5
CCOC(=O)c1c(NC(C)=O)sc2c1CCN(Cc1ccccc1)C2,2.0,4,2,0.3,-4,3,4,6,-16
Cc1ccnc(Nc2nc(-c3ccc(O)cc3)cs2)c1,1.2,8,7,0.2,9,2,2,3,8
c1csc(-c2nc(-c3ccncc3)no2)c1,1.1,9,-3,0.1,2,8,0,-4,0
CC1CCN(CC(=O)Nc2ccccc2Sc2ccccc2)CC1,2.1,6,-3,-0.2,12,2,1,-2,2
O=C(CSC(=S)N1CCCC1)N1CCN(S(=O)(=O)c2cccc([N+](=O)[O-])c2)CC1,-2.1,-1,-3,-4.2,-6,8,0,0,-8
O=C(CN1CCN(CCO)CC1)Nc1ccccc1,2.7,6,1,0.1,4,-4,1,-5,9
CCOc1cccc(=O)c2c(C)n(Cc3ccccc3)c(C)c12,-0.1,6,6,-0.1,7,5,4,3,-7
C=CCOc1ccc(C(=O)/C=C2/C(=O)Nc3ccccc32)cc1,-0.6,4,-2,-0.1,7,10,12,-5,39
Cc1ccc(S(=O)(=O)NCCSc2nnnn2-c2ccccc2)cc1,2.1,-2,-5,-0.2,-9,-3,0,2,26
CCc1nnc(SCC(=O)Nc2ccc3c(c2)OCO3)o1,0.5,3,-7,0.1,12,0,0,1,5
S=c1[nH]nc(-c2ccccc2)c2ccccc12,1.6,7,2,-0.6,9,4,1,0,-9
Cc1ccc(C(C(=O)Nc2ccc3c(c2)OCO3)N(C)C(=O)/C=C\c2ccc3c(c2)OCO3)cc1 (stereo not given),1.3,3,4,0.7,-1,-2,0,5,-5
CN(C(=S)NC(=O)Cc1ccccc1)c1ccccc1,-0.7,1,-2,0.1,-3,-1,2,6,13

# Part of the list above, as tab-separated lines:
SMILES	MEX-5 binding	Bcl-xL primary	PME-1 inh	Efflux pump mplx	MCL1-BIM inh	GLD-1 RNA inh	GRK2 aptamer HTS	Fam108B inh	VLA-4 inh
O=C(CN1CCN(CCO)CC1)Nc1ccccc1	2.7	6	1	0.1	4	-4	1	-5	9
CCOc1cccc(=O)c2c(C)n(Cc3ccccc3)c(C)c12	-0.1	6	6	-0.1	7	5	4	3	-7

# Continued.
SMILES,MEX-5 binding,Bcl-xL primary,PME-1 inh,Efflux pump mplx,MCL1-BIM inh,GLD-1 RNA inh,GRK2 aptamer HTS,Fam108B inh,VLA-4 inh
COc1cc(C=Nc2ccccc2C(=O)Nc2ccccc2)cc(OC)c1OC,0.4,-4,-9,0.1,-2,1,3,6,1
COc1ccc(-c2cc(=O)c3c(O)c(OC)c(O)cc3o2)cc1,1.0,6,-10,0.4,0,6,0,3,15
CCc1cccc(NC(=O)c2cccc(S(=O)(=O)N3CCN(C)CC3)c2)c1,3.0,1,0,0.4,0,-3,1,0,17
COc1cc(C(CC(=O)O)n2cnnn2)ccc1OC(C)C (stereo not given),-5.0,3,1,-0.1,-3,-1,1,1,12
O=C(CSCCO)Nc1ccc(C23CC4CC(CC(C4)C2)C3)cc1,-1.4,3,-4,-0.2,6,4,0,-8,1
CC(=O)c1sc(NC(=O)CN2C(=O)NC3(CCCC3)C2=O)nc1-c1ccccc1,0.6,6,-2,0.1,7,5,2,-2,16
COc1ccc(N2C(=O)CC(N3CCOCC3)C2=O)cc1 (stereo not given),-4.7,9,0,0.0,6,4,1,-3,21
CC(C)(C)[C@@H]1CCC(=O)N(CC[C@H](Sc2ccccc2)c2ccccc2)CC1,0.3,6,-5,0.2,4,2,2,-3,9
C/C(=N\NS(=O)(=O)c1ccccc1)c1ccccc1,0.7,-4,-1,0.0,-6,-3,0,-4,31
CN(Cc1ccccc1)C(=O)c1nc[nH]c1C(=O)N1CCN(c2ccccc2)CC1,/,2,-4,-0.2,1,4,0,/,13
C=CCNC(=O)C(C)N1c2cccc3cccc(c23)S1(=O)=O (stereo not given),-0.1,1,0,0.0,0,-7,0,0,3
COP(=O)(OC)C(Nc1cc(Cl)cc(Cl)c1)c1cccc(O)c1 (stereo not given),-0.4,-1,-1,0.2,-5,-10,1,-1,0
CN(C)c1ccc(NC(=O)c2ccc(N3CCOCC3)nc2)cc1,3.0,-1,0,0.0,9,5,6,0,3
C/C(N)=C(/C#N)C(=O)COC(=O)c1oc2ccccc2c1COC(C)C,/,5,-1,0.1,4,7,0,0,-10
COc1ccccc1CNC(=O)CCCN1C(=O)COc2ccc(C)cc21,-1.4,-3,4,0.1,-10,0,1,1,1
CCOc1ccccc1C1CC(=O)NC(SCC(=O)Nc2nccs2)=C1C#N (stereo not given),-4.5,-1,-1,-0.1,14,-11,4,-1,0
O=C(Nc1cccc(Cl)c1Cl)C1CCN(C(=O)c2cccs2)CC1,0.2,1,0,0.2,0,7,0,-1,13
O=C1C2C3C=CC([C@@H]2C(=O)N1C1CC1)[C@H]1C(=O)N(C2CC2)C(=O)C31 (stereo not given in full),2.2,3,9,0.1,2,0,0,-1,-32
O=C(/C=C/c1ccc(S(=O)(=O)N2CCOCC2)cc1)NCc1ccccc1,0.6,0,8,-0.1,7,0,0,0,1
COC(=O)c1cc(OC)c(OC)cc1NC(=O)c1ccc(C)cc1,-0.7,-1,-10,0.1,-3,4,0,-4,9
CCCCS(=O)CC(COc1ccc(Cl)cc1)OC(=O)c1ccccc1 (stereo not given),0.4,3,4,0.1,3,-3,5,-4,-5
COc1ccc(C(CNC(=O)Cc2ccccc2F)N2CCCCC2)cc1 (stereo not given),2.6,-2,-1,0.2,-7,2,0,-1,16
COc1ccc(C2C(C#N)=C(SC)NC3=C2C(=O)CC(C)(C)C3)cc1 (stereo not given),0.5,-1,-15,-0.2,-2,10,3,3,-21
COc1ccc(C2C(C#N)=C(/N=C/N3CCN(C)CC3)OC3=C2C(=O)CC(C)(C)C3)cc1 (stereo not given),2.9,2,4,0.0,2,1,1,6,-4
CC(C)NC(=O)c1ccccc1NC(=O)/C=C/c1cccc([N+](=O)[O-])c1,1.1,2,-17,0.4,-5,1,0,2,-13
O=C(c1cc2ccccc2o1)N1CCN(c2ccccn2)CC1,1.5,-1,3,1.0,0,-4,1,-1,20
O=C(COC(=O)Cc1ccccc1[N+](=O)[O-])NC1CCCC1,-0.2,2,0,0.2,12,-1,0,2,5
CC(=O)N(C)c1ccc(NC(=O)COc2ccc(Br)cc2C)cc1,-0.2,7,-23,-0.3,2,26,2,-7,-3
O=C(O)COc1ccccc1/C=N/NC(=O)c1ccc2c(c1)OCCO2,-3.2,3,2,0.0,19,0,2,-1,-2
O=C(NC1CCCCC1)C(c1cccs1)N(C(=O)C(F)(F)F)c1ccccc1 (stereo not given),1.3,-2,4,-0.1,1,-1,0,13,-3
CC12CCC(C(=O)NNc3ccc([N+](=O)[O-])cc3)(OC1=O)C2(C)C (stereo not given),-2.4,1,-3,-0.1,1,0,0,-2,0
COc1ccc(-c2noc(N3CCC(C(=O)N(C)c4ccccc4)CC3)n2)cc1,-0.9,0,-11,0.0,2,9,0,12,7
O=C(CC1(O)C(=O)N(CCc2ccccc2)c2ccccc21)c1ccccn1 (stereo not given),-1.6,4,5,-0.1,4,3,1,8,-9
Cc1nc2sc(C(c3ccc(Br)cc3)N3CC(C)OC(C)C3)c(O)n2n1 (stereo not given),-1.9,0,5,0.2,-9,-3,1,-1,24
CC(C(=O)NCc1ccco1)n1ccc2cc(S(=O)(=O)N3CCCC3)ccc21 (stereo not given),0.3,4,9,0.5,2,-5,1,2,0
CCCCc1nc2cc(C(=O)N3CCCCC3CC(=O)OCC)ccc2o1 (stereo not given),-0.7,3,6,0.1,-1,-4,0,-4,16
O=C(NNC(=O)c1ccccc1Cl)c1ccc2c(=O)n3c(nc2c1)CCC3,/,4,3,0.0,2,3,1,/,8
Cc1ccc(NC2=CC(=O)CC(C)(C)C2)cc1C,0.2,7,-2,-0.1,3,-2,0,-1,7
COc1ccc(Cl)cc1NC(=O)CSc1nc(C)cc(C)n1,0.2,-1,2,-0.5,11,3,0,1,-6
CCSc1nnc(NC(=O)CSc2nnc(-c3c[nH]c4ccccc34)n2CC)s1,-2.4,-6,5,0.0,-8,4,2,-4,5
NS(=O)(=O)c1ccc(CNC(=S)NC2CCCC2)cc1,-1.4,-4,0,0.0,1,3,3,-2,-8
CCN(C(=O)c1cnc(N2CCN(c3ncccn3)CC2)c2ccccc12)c1cccc(Cl)c1,-0.4,7,16,0.2,0,-1,0,-3,-2
COc1cc(C(=O)NC23CC4CC(CC(C4)C2)C3)cc(OC)c1OC,-0.9,/,/,0.0,/,/,3,/,2
CC(C)NC(=O)c1ccc(COCC(F)(F)F)cc1,/,5,-8,0.1,1,-3,0,-3,-8
O=S(=O)(N/N=C/c1ccccc1OCc1ccc(Cl)cc1)c1ccccc1,1.1,2,-7,-0.7,0,2,0,-3,8
O=[N+]([O-])c1cc(S(=O)(=O)Nc2ccc(Cl)cc2)ccc1N/N=C/c1ccncc1,1.4,5,-1,0.5,1,-2,0,2,9
Cc1ccc(S(=O)(=O)N2CCN(C(=O)c3ccco3)CC2)cc1C,0.2,6,-8,-0.1,10,3,0,0,7
CCc1ccccc1NC(=O)CCC(=O)OCC(=O)c1ccc(-c2ccccc2)cc1,-1.0,7,-19,-4.2,7,-1,4,-14,3
O=C(O)CC(Cc1ccccc1)C(=O)Nc1ccc([N+](=O)[O-])cc1 (stereo not given),0.0,1,-3,0.1,10,5,0,-2,-10
O=C1CC(Sc2ncccn2)C(=O)N1c1ccccc1C(F)(F)F (stereo not given),-0.7,5,4,0.1,7,3,0,0,10
COc1ccccc1N1CCN(C(c2cc3ccc(C)cc3[nH]c2=O)c2nnnn2C2CCCC2)CC1 (stereo not given),-3.7,4,2,0.1,3,1,0,-3,-3

# Only part of the results is shown; the hit share may differ from the screen's.
